# High-throughput results as filed in PubChem BioAssay.
# HepG2 tox = counter-screen for TGF-b inhibitors: cytotoxicity in HepG2 cells. HepG2 CAGA-GFP viability, ATP luminescence, 18 h. Potency, µM (highest dose often 46.1 µM), for inactives: top-dose activity change, negative = cytotoxicity, usual class: cytotoxic. actives 0.76% (n = 410,000). AID 588856; also: potency is read from the fitted curve at half-maximal effect; some results filed as inactive show a strong effect at the top dose
#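 CellTiter-Glo luminescence gave cytotoxicity after 18 hours at 37 degrees C. The cells were HepG2 CAGA-GFP in 1% FBS DMEM, stimulated with 500 pg/mL TGF-beta after compound addition. %Activity was normalised to no-cell wells (complete cell-killing) and DMSO (no toxicity), and curves were fitted and classified.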
# HT1080NT lethal = kills 2HG-producing HT-1080-NT fibrosarcoma cells | HT-1080-NT fibrosarcoma viability, CellTiter-Glo ATP luminescence, 48 h | Potency, µM (titrated, usually from 46.1 µM), inactives show at the highest dose activity, negative = less viability, usual class: cytotoxic | actives 1.6% (n = 360,000) | AID 686970;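 also: NT is the 2HG producing partner of a matched IDH1 knockdown line; potency is read from the fitted curve at half-maximal effect; 0% = DMSO-treated cells and -100% = media-only wells without cells; nearly all actives have a fitted effect of over 55% in size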
#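 HT-1080-NT fibrosarcoma cells (2HG-overproducing), 750 cells/well in RPMI with 5% FBS, dosed after 2 h and incubated 48 h at 37C. CellTiter-Glo luminescence normalized to DMSO and no-cell wells; concentration-response curves fitted and classed.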
# ATXN2 expr inh = reduces ATXN2 reporter expression in HEK-293 cells; HEK-293 ATXN2-luciferase reporter, luminescence, 24 h; Potency, µM (highest dose often 57 µM), for inactives: top-dose activity change, negative = inhibition, usual class: inhibitors; actives 0.72% (n = 360,000); AID 1745845; also: potency is read from the fitted curve at half-maximal effect; % is scaled to controls: 0 for no effect and ±100 for the full control effect; nearly all actives have a fitted effect of over 55% in size
#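 qHTS (up to 57 uM final) was run with 24 h compound exposure of reporter cells at 37 °C. Each well was multiplexed: SteadyGlo luminescence measured ATXN2-luciferase expression after a fluorogenic Gly-Phe-AFC viability readout (25 uM final).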
# KB-3-1 cytotox = kills parental KB-3-1 adenocarcinoma cells. KB-3-1 viability, CellTiter-Glo ATP luminescence, 72 h. Potency, µM (series often up to 46.1 µM), for the others: at the highest dose activity change, negative = cytotoxic, hits mostly cytotoxic. actives 1.4% (n = 400,000); also: potency is read from the fitted curve at half-maximal effect; % is scaled to controls: 0 for no effect and ±100 for the full control effect; nearly all actives have a fitted effect of over 60% in size
#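 Cells are dispensed, compounds pinned in, plates held at 37 °C for 72 h, then CellTiter-Glo is added and luminescence read after 10 minutes. Cell line: parental KB-3-1 in phenol-red-free DMEM, 10% FBS.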
# MCF10A rereplic = DNA re-replication induction in MCF 10a cells. MCF 10A DNA re-replication, Hoechst nuclear intensity, 48 h. AID 624296. Potency, µM (doses to about 46.1 µM), for the others: at the highest dose activity, positive = re-replication, actives largely listed as activators. actives 2.9% (n = 350,000); also: potency is read from the fitted curve at half-maximal effect; % of control where 0% means no effect; nearly all actives have a fitted effect of over 50% in size
# IL-1B inflam inh = blocks inflammasome-driven IL-1 beta release; activity change, % at 57.5 µM; actives 4.7% (n = 360,000); AID 743279; THP-1 LPS/ATP IL-1B secretion, AlphaLISA, 16 h; hits give low values; in the data active = activity change below about -50%; inconclusive = mostly about -30% to -49%; also: % is scaled to controls: 0 for no effect and ±100 for the full control effect
#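 THP-1 cells pretreated 1 hr with compounds (up to 57.5 uM final), then stimulated with LPS (250 ng/mL final) plus ATP (1.25 mM final); secreted IL-1B measured by AlphaLISA after 16 hr, decreased signal indicating inhibition.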
# S2 tox = viability counter-screen for ATXN expression inhibitors | Potency, µM (doses to about 56.7 µM), hits mostly cytotoxic | S2 cells (HEK-293 line with an ATXN2-luciferase reporter) viability, CellTiter-Fluor protease fluorescence, 24 h | actives 0.49% (n = 400,000) | AID 651635; also: potency is read from the fitted curve at half-maximal effect; nearly all actives have a fitted effect of over 40% in size
# HT1080 IDH1KD tx = kills HT-1080 cells with IDH1 knockdown; HT-1080 IDH1 knockdown viability, ATP luminescence, 48 h; Potency, µM (titrated, usually from 46.1 µM), without a hit: top-dose activity, negative = toxicity, actives largely listed as cytotoxic; actives 2% (n = 360,000); AID 686971;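 also: potency is read from the fitted curve at half-maximal effect; 0% = DMSO wells and -100% = cell-free medium wells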
#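 % activity derives from luminescence (CellTiter-Glo), normalised to DMSO and no-cell wells. HT-1080-IDH1KD cells, 750/well, had 48 h compound exposure at 37 °C.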
# SW480 rerep = induces DNA re-replication in SW480 colon adenocarcinoma cells. actives 1.8% (n = 340,000). Potency, µM (highest dose often 46.1 µM), inactives show at the top dose re-replication activation, usual class: activators. SW480 DNA re-replication, Hoechst DNA content imaging, 48 h; also: potency is read from the fitted curve at half-maximal effect; % of control where 0% means no effect; nearly all actives have a fitted effect of over 55% in size
#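 250 cells/well; 23 nL cpd via pin tool; 48 hr, 37 C, 5% CO2; Hoechst 40 min; imager read of total nuclear intensity, ex 405/em 500-530 nm.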
# Starred values were filed as active, the others as inactive; i = inactive; ? = inconclusive; . = not tested or not shown; [ ] = remark or other dose. Unless noted, calls follow the shape of the dose curve; as a rule, active = well fitted curve in the direction sought with a large enough effect; inconclusive = small, poorly fitted or top-dose-only effect, or another doubt; inactive = no such curve, though single readings can be large; an effect the other way counts as inactive or inconclusive.
# The line under a structure holds: HT1080NT lethal, SW480 rerep, IL-1B inflam inh, KB-3-1 cytotox, S2 tox, HT1080 IDH1KD tx, HepG2 tox, MCF10A rereplic, ATXN2 expr inh
CSc1nc(C)c(Cl)c(C)c1C#N
 : 4%, 3%, 6, -2%, i, 11%, -1%, ?, 2%
O=C(Cc1ccc(Br)cc1)NCCN1CCOCC1
 : 8%, -1%, -1, 3%, i, 6%, 4%, 1%, 4%
COc1cccc(-c2nc(-c3ccccc3)no2)c1
 : -2%, 3%, 8, -6%, i, 3%, -20%, -2%, 83%[activator]
C=CCn1c(N2C(=O)CC(Cc3ccccc3)C2=O)nc2ccccc21 (configuration not stated)
 : 0%, -10%, -17, 0%, ., 3%, 7%, -2%, .
CC1CCN(C(=O)CSc2nnc(-c3cccs3)o2)CC1
 : 13%, -14%, -4, -8%, i, 9%, -9%, -1%, 5%
Clc1ccc(C(c2ccccc2)N2CCNCC2)cc1 (configuration not stated)
 : -1%, -2%, -19, -6%, i, -8%, 4%, 14%, -2%
O=[N+]([O-])c1ccc(NC(=S)N2CCN(c3ccccc3)CC2)cc1
 : 18%, -2%, 3, 1%, i, 2%, -7%, 0%, -9%
O=C(/C=C/c1ccco1)NCCCN1CCN(CCCNC(=O)/C=C/c2ccco2)CC1
 : 4%, 0%, 10, 3%, i, 8%, -6%, 10%, -10%
COC(=O)c1ccc(C(=O)N2CCCC(N3CCN(c4ccccc4)CC3)C2)nc1 (configuration not stated)
 : 10%, 0%, 33, -7%, i, 8%, 2%, 0%, -12%
COc1ccc(N(CC(=O)N2CCOCC2)S(C)(=O)=O)cc1OC
 : 14%, -1%, -1, 23%, i, 6%, -1%, 0%, 0%
O=C(Nc1nccs1)c1cccc(NC(=O)C(F)(F)F)c1
 : -1%, -5%, -3, 5%, i, 5%, -26%, 1%, .
Cc1ccc(O)c(C(=O)c2cc(C#N)c(=O)n(CC3CCCO3)c2)c1 (configuration not stated)
 : -9%, -3%, -19, -14%, i, -1%, -41%, 2%, -15%
Cc1ccc(/C=C2\SC(=S)N(CCC(=O)Nc3cccnc3)C2=O)cc1
 : -4%, 1%, 8, ., i, -3%, -20%, -2%, -6%
O=C(Nc1cccnc1)C1(c2ccc(Cl)cc2)CCCC1
 : -2%, -2%, 12, -7%, i, -1%, -16%, 10%, -5%
CCN1C(=O)[C@H]2[C@@H](c3ccc(OC)cc3)N[C@]3(CCCN(Cc4ccc(F)cc4)C3=O)[C@H]2C1=O
 : 14%, ., 35, 17%, i, 9%, -4%, ., 4%
CCC(=O)Nc1c(C(=O)N2CCCCCC2)cnn1-c1ccc(C)c(C)c1
 : 8%, -2%, 6, -12%, i, 3%, -85%, -6%, 6%
CCCc1cc(=O)[nH]c(SCC(=O)c2cc(C)n(CCC)c2C)n1
 : -2%, -3%, 37, 12%, i, 2%[9.24 µM], 5%, 10%, 5%
O=C(O)C(=O)/C(=C\c1cccc(Cl)c1)c1ccc2ccccc2n1
 : -6%, ?, 14, -9%, ., -10%, 2%, ?, 41%[activator]
C[C@H](CO)N1C[C@H](C)[C@@H](CN(C)C)OCc2cnnn2CCCC1=O
 : 8%, ., 15, 18%, i, 6%, 11%, ., 6%
CC1(C)Cc2cccc(OCC(=O)Nc3ccc(S(N)(=O)=O)cc3)c2O1
 : 7%, -2%, 3, -8%, i, 0%, 1%, 6%, -6%
COc1ccccc1C(=O)OCc1cc(=O)n2nc(-c3cccs3)sc2n1
 : ., ., ., 4%, i, ., 0%, ., 18%
CC(C)(C)OC(=O)N1CCC[C@H]1C(=O)N/N=C/c1cccc2cccnc12
 : -14%, 0%, 21, -5%, i, -21%, 0%, 0%, -10%
CCn1c(Cc2ccccc2)nnc1SCC(=O)Nc1nnc(-c2ccccc2)s1
 : 3%, -3%, 39, 2%, i, 7%[9.24 µM], -28%, 3%, -5%
CCN(CC)C(=O)C1CCCN(Cc2cccc(Oc3ccccc3)c2)C1 (configuration not stated)
 : 1%, 2%, ?, -1%, i, 8%, -15%, -7%, .
CS(=O)(=O)c1ccc(Cl)c(NC(=O)c2cc(S(=O)(=O)N3CCOCC3)ccc2N2CCCC2)c1
 : -13%, 1%, -20, 8%, i, 0%, -4%, 7%, 0%
COc1ccccc1CNC(=O)Cc1c[nH]c2ccccc12
 : -9%, -2%, 1, -5%, i, -14%, -6%, -1%, 0%
CCOC(=O)C1(Cc2cccc(OC)c2)CCN(C/C=C/c2ccccc2)CC1
 : -13%, -20%, -92*, -6%, i, -28%, -45%, 16%, -29%
Cn1c(N)c(C(=O)COC(=O)/C=C/c2ccc(S(=O)(=O)N3CCOCC3)cc2)c(=O)n(C)c1=O
 : 0%, 4%, -3, -4%, i, -2%, -3%, 6%, 4%
COc1ccc(NC(=O)CSc2nc(=O)n(CCN(C)C)c3c2CCCC3)cc1OC
 : 2%, ?, -6, 6%, i, -18%, -22%, ?, 1%
Cc1ccc(C2C(C(=O)O)c3ccccc3C(=O)N2C)c(C)c1 (configuration not stated)
 : 5%, -88%[inhibitor], 18, 0%, ?, 2%, 3%, -3%, 0%
O=C(CSc1ncnc2nc[nH]c12)Nc1nnc(SCc2ccc(Cl)c(Cl)c2)s1
 : -17%, -4%, 19, 2%, i, -11%, -21%, ?, -3%
Cc1cc(C)c(S(C)(=O)=O)c(Sc2ccc(Cl)cc2)n1
 : -14%, 8%, 2, 0%, i, -13%, -34%, 22%, 2%
Cc1oc(C)c(C(=O)NCCCC(=O)O)c1C(=O)NCCCC(=O)O
 : 8%, -3%, 19, 4%, i, 8%, -3%, 1%, 3%
CCOC(=O)c1c(C)[nH]c(C(=O)Nc2ccc(NC(C)=O)cc2)c1C
 : 14%, -8%, 6, 0%, i, 7%, -34%, -20%, .
C=CCN1C(=O)C2C(C(=O)NC3CCCCC3)C3C=CC2(O3)C1C(=O)NC1CCCC1 (configuration not stated)
 : 19%, -1%, 6, 19%, ?, 9%, 0%, 3%, 1%
CC(=O)Nc1nc(-c2ccc3c(c2)CCN3S(C)(=O)=O)cs1
 : -1%, ?, -27, 0%, i, -3%, 7%, -46%[inhibitor], 53%[activator]
N#C/C(=C(/O)c1cccs1)c1nc2ccccc2[nH]1
 : -2%, 16µM*, 58, -5%, i, 1%, 1%, 18µM*, -12%
COc1ccc(CNCCSc2nnnn2-c2ccccc2)cc1
 : ., ., ., 1%, i, ., -21%, ., 2%
CCOc1cc(C(=O)O)ccc1OCCOc1ccccc1
 : 6%, 0%, 5, 3%, ., 7%, -2%, 9%, -7%
O=C(O)Cn1cc(F)c(=O)[nH]c1=O
 : 0%, ?, -2, -3%, i, -1%, 10%, 1%, -1%
Cc1ccc2[nH]c3c(c2c1)CNCC3
 : -13%, -5%, -10, -5%, i, -5%, -18%, -1%, -7%
COc1ccc(C2/C=C\CN(CC(C)C)CC(=O)N2Cc2cccc(F)c2)cc1 (configuration not stated)
 : -4%, ?, -3, 3%, i, -5%, -6%, -12%, -10%
C[C@@H](C(=O)Nc1ccc(SC(F)F)cc1)N1C(=O)C2CCCCC2C1=O (some centres not stated)
 : -4%, -2%, -5, 18%, i, -2%, -19%, -4%, 6%
CC1=C(c2ccc(C(C)C)cc2)S(=O)(=O)N=C1N1CCC(C(=O)NCCc2ccco2)CC1
 : ., ., ., -2%, i, ., -22%, ., -9%
FC(F)(F)c1ccc(Cl)c(NC(=S)N/N=C/c2ccccc2C(F)(F)F)c1
 : 1%, 36%, -4, 3%, i, -1%, -72%, 3%, 0%
COc1ccc(CCN2CC(C(=O)N(C)Cc3ccccc3OC)CCC2=O)cc1 (configuration not stated)
 : -3%, -4%, -4, -26%, i, 2%, -2%, -4%, -7%
COc1ccccc1NC(=O)CCC(=O)OCc1ccc(Br)cc1
 : -4%, 6%[1.84 µM], -12, 1%, i, 4%, -3%, -14%, 1%
CCNS(=O)(=O)c1ccc(NC(=O)c2ccccc2)cc1
 : 1%[9.24 µM], -5%, 9, 0%, i, -11%, -15%, ?, 7%
CC1CN(C(=O)COC(=O)Cc2c(Cl)cccc2Cl)CC(C)O1 (configuration not stated)
 : -10%, 4%, 27, 3%, i, -3%, 14%, 9%, 2%
C=C(C)CN(CC)C(=O)CC1C(=O)NCCN1C (configuration not stated)
 : 3%, -9%, 6, -10%, i, 2%, 4%, -3%, -8%
COCCSc1nnc(NC(=O)COC)s1
 : 1%, -7%, 8, 11%, i, -2%, 16%, -2%, 2%
CC(=O)Nc1ccc(NC(=O)c2ccccc2CCc2ccccc2)cc1
 : -16%, 1%, -3, -5%, i, -13%, -25%, 16%, 36%
CC(CN(C)Cc1nc(Cc2cccc(C(F)(F)F)c2)no1)CN1CCCC1 (configuration not stated)
 : -13%, 3%, -11, ?, ?, -11%, -12%, 23%, -18%
CN1CCN(c2nc(Nc3ccc(F)cc3)nc(Nc3ccc(F)cc3)n2)CC1
 : ?, ?, -56*, -25%, ?, ?, 13µM*, ?, 25µM*
CC(C)(C)c1nc2ccccc2[nH]1
 : 7%, -3%[9.22 µM], 20, 0%, i, 14%, 8%, 1%, -3%
NC(=O)c1nn(CC(=O)Nc2ccc3c(c2)OCO3)cc1[N+](=O)[O-]
 : 14%, -10%, -2, 7%, i, 20%, -18%, -2%, -27%
CCc1nn(C(CC)C(=O)NCc2cccc(OC)c2OC)c(=O)c2cc3occc3n12 (configuration not stated)
 : -21%, ?, -13, -6%, ?, -5%, -21%, ?, .
O=C(COC(=O)c1cc[n+]([O-])cc1)Nc1cc([N+](=O)[O-])ccc1Cl
 : 2%, -5%, -2, -4%, i, 7%, 4%, 0%, 9%
